PGC1a acetyl inh: modulators of PGC1a acetylation; inhibition, % at 15.6 µM; AID 651687; 0.17% of 350,000 active; U2OS PGC1a acetylation, AlphaScreen anti-acetyl-lysine; with virally co-expressed GCN5 acetyltransferase;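 active means every replicate shows inhibition of at least 40%; inconclusive means mean inhibition at least 40% but some replicate below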;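 further: 0% = neutral control wells and 100% = positive control wells; some results beyond the cut were filed as inactive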
PAX8 reporter: inhibitors of PAX8 transcriptional activity in RMG-I cells; 1.2% of 360,000 active; inhibition, % at 12.6 µM; RMG-I TPO-luciferase reporter, SteadyGlo, 24 h;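 active means mean replicate inhibition at least 60% with every replicate also reaching 60%; inconclusive means only one of the two criteria is met; inactive means mean below 60% and not all replicates reaching 60%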;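 further: luciferase light reporting Pax8 driven TPO promoter activity; plate controls were median of neutral control wells for no effect and mitoxantrone controls for full effect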
EWS-Fli block: EWS/Fli transcriptional activity inhibition | A673 NR0B1-luciferase reporter, viability-normalised | inhibition, % at 12.6 µM | 0.67% of 350,000 active;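 active means mean inhibition of at least 50% after viability correction, with every replicate also passing that limit; inconclusive means mean reaches 50% but only one of two replicates passes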;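 further: firefly luciferase signal divided by Alamar Blue viability fluorescence both relative to DMSO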
miR122 inh: blocks miR-122 activity in Huh7 sensor cells; activation (reporter increase), % at 12.5 µM; Huh7 miR-122 Renilla luciferase sensor, 48 h; neutral wells = 0, positive control = 100; 0.3% of 340,000 active;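 active means mean replicate activation score at least 90 and every replicate individually at or above 90; inconclusive means only one of the two criteria met; inactive means neither criterion met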;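 further: higher luciferase means less miR-122 activity so hits act as miR-122 inhibitors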
FN deposition inh: fibronectin deposition inhibition; AH1F fibroblasts, Alexa488-fibronectin deposition fluorescence, overnight; inhibition, % at 12.6 µM; 0.086% of 350,000 active; AID 743247;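 active means mean inhibition across replicates of 30% or more, regardless of how many single replicates reach that level; inconclusive means mean under 30% yet at least half of replicates reach 30%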;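 further: positive control wells lacked labelled fibronectin entirely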
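Material: AH1F fibroblast monolayer depositing Alexa488-labelled fibronectin into matrix / Amount: 10000 AH1F cells per well / Signal: fluorescence 485/525 nm / Medium: DMEM, 2% serum / Compound: single dose, pinned / Incubation: 1 h cell adhesion before compound, then overnight fibronectin incubation / Reagent: Alexa488-FN, 24 nM final / Read-out: inhibition of fibronectin deposition signal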
Casp6 inh: caspase-6 (human) enzyme inhibition; P55212; purified caspase-6, Z-VEID-R110 cleavage fluorescence; inhibition, % at 12.5 µM; 0.53% of 350,000 active;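 active means mean inhibition across replicates at least about 35%, with every replicate also reaching that limit, limit read from the data; inconclusive means only one of the two criteria met; inactive means neither criterion met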;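 further: 0% = median of neutral control wells and 100% = no fluorescence left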
Target sequence (P55212 24-179 limits assumed): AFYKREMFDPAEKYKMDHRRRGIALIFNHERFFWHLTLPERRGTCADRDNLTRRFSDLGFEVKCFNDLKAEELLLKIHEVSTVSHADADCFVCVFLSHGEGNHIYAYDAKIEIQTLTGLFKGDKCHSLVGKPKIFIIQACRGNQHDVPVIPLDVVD
Target sequence (P55212 194-293 limits assumed): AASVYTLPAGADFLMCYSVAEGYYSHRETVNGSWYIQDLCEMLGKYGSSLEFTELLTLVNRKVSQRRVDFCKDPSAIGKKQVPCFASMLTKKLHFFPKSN
LGR2 inh: Drosophila LGR2 receptor signaling inhibition; HEK293 LGR2, CRE-luciferase, bursicon-stimulated, 4 h; 0.35% of 380,000 active; inhibition, % at 9.99 µM;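 active means drop in luminescence signal, shown as inhibition above about 50% in the replicate tests, limit read from the data, passing the limit was not always enough; inconclusive means probably only some replicates passing the limit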;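 further: agonist challenge used bursicon conditioned medium at about half maximal strength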
Cneo AK release: Cryptococcus neoformans lysis via adenylate kinase release | 0.2% of 360,000 active | lysis activity, % at 15 µM | AID 651654 | C. neoformans lysis, adenylate kinase release luminescence, 4 h; normalised: neutral wells 0, clomiphene wells 100;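 active means mean lysis activity across replicates of at least 80%, whatever share of replicates individually reach that level; inactive means mean lysis activity below 80%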
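Material – Cryptococcus neoformans yeast cells · Quantity – 5 × 10^6 yeast cells/mL · Buffer or medium – YPD medium · Compound – single dose · Timing – 4 h static compound exposure, 37 °C, read 1 h post-reagent · Signal – adenylate kinase release luminescence · Read-out basis – lysis from increased AK signal · Benchmarks – Clomiphene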
Starred values were filed as active, the others as inactive; u = inconclusive; x = not tested or not shown; [ ] = another dose, or the depositor's remark. Outcome played no part in choosing rows (roughly 2.5% active in at least one column).

SMILES	PGC1a acetyl inh	PAX8 reporter	EWS-Fli block	miR122 inh	FN deposition inh	Casp6 inh	LGR2 inh	Cneo AK release
Cc1nc(N2CCN(c3ccccc3)CC2)[nH]c(=O)c1Cc1ccccc1	1	x	x	-5	-5	x	x	1
C=CCC[C@@H](Cc1ccc(F)cc1)C(=O)OC[C@@H](Cc1c[nH]c2ccccc12)NC(=O)[C@@H](CC=C)CC(=O)N[C@@H](CO)Cc1ccccc1	-4	24	6	-17	-7	0	0	8
CC(C)=C1C2CCC1C(C(=O)NCCc1ccccc1)C2C(=O)O (stereo unspecified)	-13	-6	x	-1	0	x	6	2
C[C@H](CO)N1C[C@H](C)[C@H](CN(C)C(=O)c2ccccc2F)Oc2ncc(-c3ccccc3)cc2C1=O	2	-12	-4	x	-7	3	7	39
C[C@@H]1CN([C@@H](C)CO)C(=O)c2cc(-c3cccc(C#N)c3)cnc2O[C@H]1CN(C)C(=O)c1ccccn1	u	x	10	32[16.7 µM]	x	-3	-13	4
CCS(=O)(=O)N1CC2(C1)[C@H](c1ccccc1)[C@H](CO)N2C(=O)c1ccccc1	0	-4	5	x	-14	-1	9	x
COc1ccc(S(=O)(=O)Nc2ccc3c(c2)CC(=O)N([C@H](C)CO)C[C@@H](C)[C@@H](CN(C)CC2CCCCC2)O3)cc1	-5	x	3	-6[16.7 µM]	x	1	-10	-5
CCOC(=O)c1nc(SC)n(C)c1C(=O)OCC	x	-3	6	x	2	0	0	0
Cc1cc(C)nc(NNS(=O)(=O)c2c(C)cc(C(C)(C)C)cc2C)n1	10	-2	-4	3	-4	8	-5	0
CNC(=O)C[C@@H]1CC[C@H]2[C@H](COc3ccc(NC(=O)C4CCCCC4)cc3C(=O)N2C)O1	4	-6	-2	8[16.7 µM]	-2	1	-13	-1
CCOc1ccccc1CNc1nnnn1C	-10	18	-1	2	4	-2	-2	2
CCCCCOC(=O)C1C(c2ccccc2)C(C(=O)O)C1c1ccccc1 (stereo unspecified)	x	1	2	x	x	7	3	x
Cc1ccccc1NC(=O)N1CCCC(c2nc(-c3ccc(F)cc3)no2)C1 (stereo unspecified)	-8	x	x	9	1	x	x	-2
CC(C)c1nc(-c2c(N)n(C)c(=O)n(C)c2=O)sc1C(=O)C(C)(C)C	2	24	x	-4	-1	x	x	1
CCCc1c(C)nc(N2CCN(c3ccccc3OC)CC2)[nH]c1=O	8	2	-5	7	3	-3	-3	2
O=C(Nc1ncccc1Cl)c1cccc(F)c1	x	-9	x	3	9	x	x	-2
COc1ccc(-n2nc(C(=O)NCC(=O)NCCCN3CC(C)CC(C)C3)c3ccccc3c2=O)cc1 (stereo unspecified)	x	21	9	2	-1	6	6	-1
CCCN(CCc1ccccc1)C1CCc2c(O)cccc2C1 (stereo unspecified)	15	-6	6	4	-9	6	x	-1
O=C1C2=C(SCCS2)C(=O)N1c1ccccc1	-23	x	x	-2	0	x	-5	-2
CC(=O)c1sc2c(c1OC(=O)c1ccccc1)c(=O)n(-c1ccccc1)c(=S)n2-c1ccccc1	x	10	1	x	x	1	u	x
CC(=O)Nc1ccc(/C=N/NC(=O)c2cccs2)cc1	7	-166	-95	2	-5	-4	3	x
COc1ccc(CCn2c(C)cc(C(=O)CCl)c2C)cc1OC	0	1	14	-3	9	7	-13	x
Cn1c(N)cc(-c2ccc(F)cc2)c(C#N)c1=O	-2	1	11	x	17	0	-7	x
CCNC(=O)Nn1c(-c2ccccc2)nc2ccccc2c1=O	-4	x	x	6	x	x	14	-2
Cc1ccc(S(=O)(=O)N[C@@H]2CC[C@@H](CC(=O)N3CCc4ccccc4C3)O[C@@H]2CO)cc1	-18	-1	5	-6[16.7 µM]	3	1	-12	7
Cc1c(Cl)cccc1NC(=S)N1CCN(S(=O)(=O)c2cccs2)CC1	11	1	-2	x	7	0	9	x
Cc1ccc(NC(=O)COC(=O)CN2C(=O)NC(C)(C)C2=O)cc1S(=O)(=O)N1CCOCC1	x	-5	12	x	4	-5	-9	x
O=C(CN1C(=O)NC2(CCc3ccccc32)C1=O)c1ccc(Cl)cc1 (stereo unspecified)	2	-4	3	5	5	-2	3	x
O=C(Nc1ccc(F)cc1)Nc1ccc2c(c1)[C@@H]1C[C@H](CC(=O)N3CCOCC3)O[C@@H](CO)[C@@H]1O2	-6	3	4	-3[16.7 µM]	-12	-4	-9	-4
COCC(=O)Nc1ccc2c(c1)C(=O)N(C)C[C@H](OC)[C@@H](C)CN(C(=O)c1cnccn1)[C@H](C)CO2	4	x	4	2[16.7 µM]	-3	-1	-12	-2
CCCCCn1c(N2CCCC2)nc2c1c(=O)n(C)c(=O)n2C	6	3	7	3	-9	0	7	-1
C[C@@H](NC(=O)[C@H]1[C@H](CO)[C@H]2Cn3c(ccc(C4=CCCC4)c3=O)[C@@H]1N2C(=O)C1CC1)c1ccccc1	-2	-30	x	x	x	-1	-5	x
CCOC(=O)N1CCN(c2ccc(C(F)(F)F)cn2)CC1	-7	-24	-11	-4	9	-5	-6	0
CS(=O)(=O)c1ccc(Cl)c(NC(=O)C2CC(=O)N(c3ccc4c(c3)OCCO4)C2)c1 (stereo unspecified)	6	x	3	-1	-5	-1	16	1
OCC1OC(n2cnc3c(N4CCCC4)ncnc32)C(O)C1O (stereo unspecified)	-2	40	27	0	17	-4	4	0
CC(C(=O)Nc1ccc2[nH]c(=O)[nH]c2c1)N1CCN(Cc2ccc3c(c2)OCO3)CC1 (stereo unspecified)	-3	-2	4	-4	-2	-14	-16	0
CCC(CC)C(=O)NCCCN1CCOCC1	x	5	-5	x	-5	1	x	x
CCn1c(C)nc2cc(C(=O)N/N=C(\C)c3ccc(OC)cc3O)ccc21	0	1	-5	x	x	-5	-4	x
Cc1nc2ccccc2c2oc(C(=O)NC3CC3)cc12	9	-5	-6	-6	-9	0	-29	2
Nc1nc(NCc2ccco2)nc(N2CCCCC2)c1[N+](=O)[O-]	x	-3	x	x	0	x	-12	5
Cc1cc(C)cc(NC(=O)Cc2ccc(NC3=NC4CS(=O)(=O)CC4S3)cc2)c1 (stereo unspecified)	x	12	-5	x	3	0	-3	-2
COc1ccccc1C(=O)Nc1ccc2c(c1)nc(CCNC(C)=O)n2C	8	x	x	-3	-9	-1	-17	-3
O=C(Nc1ccc(Cl)cc1)c1sccc1-n1cccc1	x	-5	-2	x	-10	1	-38	x
CC(C)CN(C(=O)c1ccc(S(=O)(=O)N2CCCCC2)cc1)C1CCS(=O)(=O)C1 (stereo unspecified)	x	0	6	x	-2	0	-11	-2
Cc1ccc(S(=O)(=O)N2CC=C(C(=O)NC3CC3)CC2)cc1	12	5	-4	-16	-1	-6	-3	-2
O=C(CCNC(=O)c1ccco1)NCc1ccc(C(=O)O)cc1	-4	4	9	-1	0	2	9	-1
O=C(c1cccnc1)N1C[C@H]2[C@@H](c3ccccc31)[C@@H](CO)N2C(=O)Nc1ccccc1	5	-10	7	-8[16.7 µM]	-9	1	-1	-1
Cc1ccc(S(=O)(=O)C(CNC(=O)C(C)C)c2cccs2)cc1 (stereo unspecified)	-6	0	-11	4	5	2	-13	-2
COc1ccc(-c2ccc3c(c2)O[C@H](CN(C)C(=O)c2ccccc2F)[C@@H](C)CN([C@H](C)CO)S3(=O)=O)cc1	10	27	0	25[16.7 µM]	x	0	1	-2
CO[C@@H]1CN(C)C(=O)c2cc(NC(=O)Nc3cc(F)ccc3F)ccc2OC[C@@H](C)N(C)C[C@H]1C	-6	x	-8	22[16.7 µM]	17	-5	-9	0
CSCCC(NC(=O)COc1ccccc1)C(=O)N1CC(C)OC(C)C1 (stereo unspecified)	-3	12	-3	x	1	0	-9	-1
CC1CCN(C(=O)CC2C(=O)Nc3c2c(=O)n(C)c(=O)n3Cc2ccccc2)CC1 (stereo unspecified)	0	x	2	3	x	-4	0	-2
Cc1ccc2nc(SCC(=O)Nc3cc(C)on3)nc(=O)n2c1	x	12	-7	x	x	-4	-6	x
Cc1c(NS(=O)(=O)c2cc(C(=O)Nc3ccc(F)cc3Cl)ccc2Cl)c(=O)n(-c2ccccc2)n1C	0	6	-1	-5	6	2	2	-1
CN(CCC1CCOCC1)C(=O)CC1C(=O)NCCN1Cc1c(F)cccc1Cl (stereo unspecified)	1	-7	x	-11	4	0	18	0
CN1CCN(C(=O)c2cc3c(c(-c4cccc(C#CCC5CCCC5)c4)n2)[C@@H](CCO)N(S(=O)C(C)(C)C)C3)CC1 (stereo partly specified)	8	-43	-8	x	x	6	x	-4
Cc1noc(C)c1S(=O)(=O)N(C)C[C@@H]1Oc2c(NS(=O)(=O)c3ccc(F)cc3)cccc2C(=O)N([C@H](C)CO)C[C@@H]1C	-1	-33	-4	x	x	2	-5	x
Cc1ccc(S(=O)(=O)Nc2nc(-c3ccccc3)cs2)cc1	13	17	5	8	4	1	1	3
CC(C)C[C@H](NC(=O)C1CCN(S(=O)(=O)c2ccccc2)CC1)C(=O)NCc1ccccn1	-18	-6	-6	-2	-3	0	-8	1
Cc1ccc(-n2c(=O)[nH]cc(C(=O)N3CCc4ccccc43)c2=O)cc1C	1	-3	9	-3	-1	4	-10	0

Pulled by structure from the entries so far:
SMILES	PGC1a acetyl inh	PAX8 reporter	EWS-Fli block	miR122 inh	FN deposition inh	Casp6 inh	LGR2 inh	Cneo AK release
O=C(Nc1ccc(Cl)cc1)c1sccc1-n1cccc1	x	-5	-2	x	-10	1	-38	x
CO[C@@H]1CN(C)C(=O)c2cc(NC(=O)Nc3cc(F)ccc3F)ccc2OC[C@@H](C)N(C)C[C@H]1C	-6	x	-8	22[16.7 µM]	17	-5	-9	0
Cc1noc(C)c1S(=O)(=O)N(C)C[C@@H]1Oc2c(NS(=O)(=O)c3ccc(F)cc3)cccc2C(=O)N([C@H](C)CO)C[C@@H]1C	-1	-33	-4	x	x	2	-5	x
O=C(c1cccnc1)N1C[C@H]2[C@@H](c3ccccc31)[C@@H](CO)N2C(=O)Nc1ccccc1	5	-10	7	-8[16.7 µM]	-9	1	-1	-1

Continued:
SMILES	PGC1a acetyl inh	PAX8 reporter	EWS-Fli block	miR122 inh	FN deposition inh	Casp6 inh	LGR2 inh	Cneo AK release
O=C(CN1CCCCC1)NC(=O)Nc1ccccc1F	-8	-62	-49	-4	3	-8	-20	4
Cc1ccc(-c2nc(S(=O)(=O)c3ccccc3)c(SCC(=O)NCC3CCCO3)o2)cc1 (stereo unspecified)	-8	15	3	9	0	-3	22	0
N#Cc1ccc(-c2ccc([C@@H]3[C@@H](CO)N4CCCCN(C(=O)Nc5ccc(F)cc5)C[C@@H]34)cc2)cc1	-7	50	18	-11[16.7 µM]	x	0	12	9
COc1ccc(S(=O)(=O)N2CCCCC2)cc1NC(=O)c1cccs1	6	7	x	4	4	0	-8	-2
COCCn1c(-c2ccc(OC)cc2)cnc1SCC(=O)Nc1cc(C)on1	8	0	x	1	-4	x	x	-2
Cc1c(NC(=O)Cc2noc3ccccc23)cccc1[N+](=O)[O-]	24	-5	4	x	2	2	4	1
N=C1S/C(=C\c2ccco2)C(=O)N1c1nccs1	1	-11	-5	1	8	37*	-1	-1
COc1ccc(NC(=O)Nc2ccc3c(c2)C(=O)N([C@H](C)CO)C[C@@H](C)[C@H](CN(C)C)OCCCC[C@@H](C)O3)cc1	-6	-6	-1	-1[16.7 µM]	x	-2	-4	3
CC1CC(C)CN(C(=O)COC(=O)/C=C/c2ccco2)C1 (stereo unspecified)	5	-7	9	-1	0	34	1	0

Bioassay records from PubChem BioAssay.
